Source: PubChem BioAssay
NR0B1 inh: inhibitors of human orphan nuclear receptor DAX1 (NR0B1). HEK293 Gal4-DAX1 luciferase reporter, luminescence. AID 504766. 340,000 tested, 0.99% active. inhibition, % at 6.75 µM. P51843;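 active = inhibition above the mean over all tested compounds plus 3 SD, cut at about 4.2% in these data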;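 note: 0% = DAX1-transfected cells with DMSO and 100% = empty-vector control cells with DMSO; inhibition shows as a rise in luminescence from relieved DAX1 repression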
Target sequence (P51843 207-470 limits assumed): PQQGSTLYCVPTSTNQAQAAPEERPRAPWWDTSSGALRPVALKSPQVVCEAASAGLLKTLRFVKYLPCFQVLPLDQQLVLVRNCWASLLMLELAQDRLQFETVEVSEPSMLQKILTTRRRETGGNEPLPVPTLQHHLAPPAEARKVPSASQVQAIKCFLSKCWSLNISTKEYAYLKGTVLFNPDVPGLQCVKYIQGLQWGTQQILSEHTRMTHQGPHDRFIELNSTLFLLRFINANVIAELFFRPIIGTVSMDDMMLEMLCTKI
NR1D1 modulator: modulators of human Rev-erb alpha DNA binding; P20393; Rev-erbα–FITC-DNA binding, fluorescence polarization, 90 min; activity, % at 10 µM; 370,000 tested, 0.79% active;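 active = activity above about 14%, limit read from the data; passing the limit was not always enough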;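 note: 0% = DMSO wells with 35 nM protein and 100% = DMSO wells with 750 nM protein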
Target sequence (P20393 whole entry, looked up): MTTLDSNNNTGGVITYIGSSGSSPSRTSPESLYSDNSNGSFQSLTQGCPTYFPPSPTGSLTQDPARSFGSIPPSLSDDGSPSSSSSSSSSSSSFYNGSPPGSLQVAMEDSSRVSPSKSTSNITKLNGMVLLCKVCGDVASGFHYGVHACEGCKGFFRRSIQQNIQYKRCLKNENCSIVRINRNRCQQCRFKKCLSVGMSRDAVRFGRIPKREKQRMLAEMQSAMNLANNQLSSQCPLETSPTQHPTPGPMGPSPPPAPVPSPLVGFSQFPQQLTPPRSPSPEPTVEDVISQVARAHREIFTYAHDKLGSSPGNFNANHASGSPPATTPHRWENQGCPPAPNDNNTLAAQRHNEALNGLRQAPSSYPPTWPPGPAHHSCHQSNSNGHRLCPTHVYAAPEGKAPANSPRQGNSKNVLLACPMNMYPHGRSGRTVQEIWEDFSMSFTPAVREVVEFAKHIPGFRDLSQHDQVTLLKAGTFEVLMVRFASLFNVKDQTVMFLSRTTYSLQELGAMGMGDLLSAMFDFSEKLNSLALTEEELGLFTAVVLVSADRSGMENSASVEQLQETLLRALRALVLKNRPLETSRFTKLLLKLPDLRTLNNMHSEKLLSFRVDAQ
GAA850 FXN act: frataxin GAA850 promoter activation | HEK293 lucGAA850 FXN promoter luciferase reporter, 24 h; percent of 10 µM SAHA response | activation, % at 6 µM | 360,000 tested, 0.56% active | AID 540364;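 active = activation above the average of all compounds screened plus 3 SD, cutoff fixed separately per campaign, cut at about 7.5% in these data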;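 note: 0% = DMSO wells and 100% = 10 µM SAHA wells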
Numbers without * were called inactive; . = no result given.

Every second line gives: NR0B1 inh | NR1D1 modulator | GAA850 FXN act
1: COC(=O)Nc1nc2ccc(C(=O)c3ccccc3)cc2[nH]1
 : . | -5 | .
2: C[C@H]1CC2C([C@@H](O)C[C@@]3(C)C2CC[C@]3(O)C(=O)CO)[C@@]2(C)C=CC(=O)C=C12 (stereo not given in full)
 : . | 2 | .
3: CC(C)CC1C(=O)N2CCC[C@H]2C2(O)O[C@](NC(=O)C3C=C4c5cccc6[nH]c(Br)c(c56)C[C@H]4N(C)C3)(C(C)C)C(=O)N12 (stereo not given in full)
 : . | 3 | .
4: CC(C)(C)NCC(O)COc1cccc2c1CCCC2=O (stereo not given)
 : . | 8 | .
5: CC(C)(S)C(=O)N[C@@H](CS)C(=O)O
 : . | 8 | .
6: CC(C)CCCC(C)N (stereo not given)
 : . | -1 | .
7: CCCCCCCCCCC(CO)CCCCCCCC (stereo not given)
 : . | -8 | .
8: CC(C)(CO)[C@@H](O)C(=O)NCCCC(=O)O
 : . | 4 | .
9: O=Cc1ccccc1C=O
 : . | -3 | .
10: OC/C=C/c1ccccc1
 : . | -2 | .
11: CCCCCCCCCCCCCCCC(=O)OCC(O)[C@H]1OC(=O)C(O)=C1O (stereo not given in full)
 : . | 0 | .
12: N[C@@H](CC(=O)N1CCn2c(nnc2C(F)(F)F)C1)Cc1cc(F)c(F)cc1F
 : . | -3 | .
13: CCN(CC)CCOC(=O)c1cccnc1
 : . | -2 | .
14: CCCCC(CC)COC(=O)c1ccc(Nc2nc(Nc3ccc(C(=O)OCC(CC)CCCC)cc3)nc(Nc3ccc(C(=O)OCC(CC)CCCC)cc3)n2)cc1 (stereo not given)
 : . | 7 | .
15: NC(=O)CC[C@@H]1NC(=O)[C@H](Cc2ccccc2)NC(=O)[C@H](Cc2ccc(O)cc2)NC(=O)[C@@H](N)CSSC[C@@H](C(=O)N2CCC[C@H]2C(=O)N[C@@H](CCCN=C(N)N)C(=O)NCC(N)=O)NC(=O)[C@H](CC(N)=O)NC1=O
 : . | 2 | .
16: CC(=O)OCC(=O)[C@@]12OC(C)(C)O[C@@H]1CC1C3C[C@H](F)C4=CC(=O)C=C[C@]4(C)[C@@]3(F)[C@@H](O)C[C@@]12C (stereo not given in full)
 : . | 2 | .
17: CC(=O)OCC(=O)[C@@]1(O)CCC2C3CCC4=CC(=O)CC[C@]4(C)[C@@]3(F)[C@@H](O)C[C@@]21C (stereo not given in full)
 : . | -1 | .
18: N[C@H](C(=O)O)[C@H](O)c1ccc(O)c(O)c1
 : . | -44 | .
19: COCC(=O)Nc1cc(Sc2ccccc2)ccc1N=C(NC(=O)OC)NC(=O)OC
 : . | 3 | .
20: O=C(O)C[C@H](O)C[C@H](O)/C=C/c1c(C2CC2)nc2ccccc2c1-c1ccc(F)cc1
 : . | 1 | .
21: C[N+]1(C)CCN(CC(O)(c2ccccc2)C2CCCCC2)CC1 (stereo not given)
 : . | 3 | .
22: NC(=O)[C@H]1OC(O)[C@H](O)[C@@H](O)[C@@H]1O (stereo not given in full)
 : . | 4 | .
23: O=C1CN2Cc3c(ccc(Cl)c3Cl)N=C2N1
 : . | -1 | .
24: C[C@H]1CN(C[C@H](Cc2ccccc2)C(=O)NCC(=O)O)CC[C@@]1(C)c1cccc(O)c1
 : . | -3 | .
25: Clc1ccc2c(c1)CCc1cccnc1C2=C1CCNCC1
 : . | -3 | .
26: Cc1nc(-c2ccc(OCC(C)C)c(C#N)c2)sc1C(=O)O
 : . | -2 | .
27: O=P(O)(O)C(O)(Cc1cnc2ccccn12)P(=O)(O)O
 : . | 2 | .
28: CC(=O)OCC(=O)[C@@]1(O)CCC2C3CCC4=CC(=O)C=C[C@]4(C)[C@@]3(Cl)[C@@H](Cl)C[C@@]21C (stereo not given in full)
 : . | -3 | .
29: CCC(C)[C@H]1O[C@]2(CC[C@@H]1C)C[C@@H]1C[C@@H](C/C=C(\C)[C@@H](O[C@@H]3C[C@H](OC)[C@H](O[C@H]4C[C@H](OC)[C@@H](O)[C@H](C)O4)[C@H](C)O3)[C@@H](C)/C=C/C=C3\CO[C@@H]4[C@H](O)C(C)=C[C@@H](C(=O)O1)[C@]34O)O2 (stereo not given in full)
 : . | 7 | .
30: O=C1CCCC(=O)C1C(=O)c1ccc(C(F)(F)F)cc1[N+](=O)[O-]
 : . | -8 | .
31: CC(=C(CCOP(=O)(O)O)SC(=O)c1ccccc1)N(C=O)Cc1cnc(C)nc1N
 : . | -7 | .
32: O=S(=O)(O)CC(S)CS (stereo not given)
 : . | 4 | .
33: CC(=O)Nc1ccc(OC(C)=O)cc1
 : . | -2 | .
34: Oc1ccc(O)cc1
 : . | 1 | .
35: O=[N+]([O-])O[C@@H]1CO[C@H]2[C@@H]1OC[C@@H]2O
 : . | -10 | .
36: O=C(Nc1ccc(O)cc1)c1ccccc1O
 : . | 3 | .
37: CC1(C)OC(=O)NC1=O
 : . | 1 | .
38: CN(C)[C@@H]1C(=O)C(C(=O)NCN2CCCC2)=C(O)[C@@]2(O)C(=O)C3=C(O)c4c(O)cccc4[C@@](C)(O)[C@H]3C[C@@H]12
 : . | -5 | .
39: COc1cccc2c1C(=O)c1c(O)c3c(c(O)c1C2=O)C[C@@](O)(C(=O)CO)C[C@@H]3OC1C[C@H](N)[C@H](O)[C@H](C)O1 (stereo not given in full)
 : . | 2 | .
40: COc1c(N2CCNC(C)C2)c(F)cc2c(=O)c(C(=O)O)cn(C3CC3)c12 (stereo not given)
 : . | -1 | .
41: CC(=O)NO
 : . | -4 | -1.7
42: CCOC(=O)N1CCC(NC(=O)C2CCN(S(=O)(=O)N3CCC(C)CC3)CC2)CC1
 : -0.8 | 5 | -1.2
43: C=CCNC(=O)CSc1nnc(-c2ccccc2Cl)n1-c1c(C)n(C)n(-c2ccccc2)c1=O
 : -0.5 | 3 | -3.4
44: Cc1ccccc1Cc1c(C)nc2c(C(=O)NCc3ccco3)cnn2c1C
 : -0.6 | 3 | 0.7
45: CC(=O)Nc1ccc(NS(=O)(=O)c2ccc(Cl)c(C(=O)O)c2)cc1
 : 0.5 | -4 | 2.4
46: O=S(=O)(NCc1cccnc1)c1cccs1
 : 1.4 | -1 | -0.3
47: COc1ccccc1N1CCN(CC(=O)Nc2ccc(Cl)c(C(F)(F)F)c2)CC1
 : 1.2 | -3 | 1.3
48: O=C(O)C1CCCCC1C(=O)NCCCn1ccnc1 (stereo not given)
 : 1.0 | 1 | 0.8
49: CNC(=O)c1sc(N2N=C3/C(=C/c4ccccc4)CCCC3C2c2ccccc2)nc1C (stereo not given)
 : 2.4 | 1 | -2.1
50: Cc1cc(C)nc(N/N=C/c2ccccc2)n1
 : 0.1 | 4 | 1.2
51: Cc1ccc(-n2nnc3c(=O)n(CC(=O)N4CCCC4)cnc32)cc1
 : -0.2 | -1 | -0.5
52: O=C(Cc1cccs1)N1CCN(c2nc(-c3ccc(Cl)cc3)cs2)CC1
 : -1.5 | -7 | -0.8
53: CNC(=O)CSc1nc2nn(-c3ccccc3)c(=O)c-2c2n1CCCCC2
 : 1.6 | 3 | -1.3
54: COc1cc(OC)nc(NC(=O)CN2CCN(c3ccc(F)cc3)CC2)n1
 : 1.0 | -2 | -0.7
55: CCOC(=O)C1=C(N)n2c(s/c(=C\c3ccco3)c2=O)=C(C(=O)OCC)C1c1ccco1 (stereo not given)
 : 0.7 | 1 | -3.2
56: Cc1cc(C(=O)NCc2cccnc2)cs1
 : 1.4 | -3 | 1.2
57: Cc1ccc2cccc(S(=O)(=O)NC3CCS(=O)(=O)C3)c2n1 (stereo not given)
 : 1.7 | 2 | -0.8
58: COc1cc2ncc(C(=O)c3ccccc3)c(N3CCN(Cc4ccccc4)CC3)c2cc1OC
 : 0.8 | 0 | 2.3
59: CC(O)(CS(=O)(=O)Cc1ccc(Cl)cc1)C(=O)Nc1cccc(C(F)(F)F)c1 (stereo not given)
 : -0.7 | -2 | -3.5
60: Cc1cc(C)n(-c2ccc(C(=O)NC(C)C)cc2)n1
 : 1.8 | 2 | -0.8

Carrying on:
Every second line gives: NR0B1 inh | NR1D1 modulator | GAA850 FXN act
61: CCc1nnc(NC(=O)CSc2ncc(-c3ccccc3)[nH]2)s1
 : -0.7 | 1 | 0.5
62: O=C(c1cccs1)N1CCC(c2nc3ccccc3s2)CC1
 : -1.2 | -4 | -0.5
63: Cc1cccc(-n2ncc3c(Nc4c(C)n(C)n(-c5ccccc5)c4=O)ncnc32)c1
 : 1.0 | 1 | -1.6
64: Cc1ccccc1NC(=O)CSc1nc2c(c(-c3ccco3)c1C#N)CCCC2
 : 0.1 | 15 | 1.5
65: CCn1cc([N+](=O)[O-])c(C(=O)Nc2nc(-c3ccc(C)cc3)c(C)s2)n1
 : 0.0 | -3 | 0.6
66: COc1cc2c(cc1NC(=O)c1cccc([N+](=O)[O-])c1C)oc1ccccc12
 : -1.6 | -1 | 2.0
67: CC(C)NS(=O)(=O)c1ccc(OCC(=O)NCC2CCCO2)c(Cl)c1 (stereo not given)
 : 0.1 | 7 | 0.0
68: Cc1ccc(-c2nc(CS(=O)CC(=O)NCCC(C)C)c(C)o2)cc1 (stereo not given)
 : -0.5 | 0 | -0.1
69: N#Cc1nc(COc2cccc(Cl)c2)oc1N1CCN(c2ccccc2)CC1
 : 1.2 | -1 | 0.7
70: CCn1cc(C(=O)O)c(=O)c2cc(F)c(N3CCNCC3)cc21
 : -0.2 | 7 | -0.7
71: CCOCC(=O)Nc1cc(-c2cn3cccnc3n2)ccc1C
 : 1.0 | -5 | -0.8
72: CCn1c(-c2cc(-c3ccc(OC(C)C)cc3)nc3ccccc23)n[nH]c1=S
 : -0.3 | -7 | 5.8
73: Cc1ccc(NC(=O)CSc2nnc(CCCCCNC(=O)OC(C)(C)C)o2)c(C)c1
 : -0.6 | -4 | -2.9
74: CCc1c(O)nc(SCc2ccccc2)n(C(C)CC)c1=O (stereo not given)
 : 0.6 | -4 | 2.4
75: CC(=O)c1cccc(NC(=O)NCCS(C)=O)c1 (stereo not given)
 : 0.9 | -6 | -2.4
76: CCCc1cc(=O)[nH]c(SCC(=O)NC(=O)c2ccccc2)n1
 : 0.6 | 8 | -0.3
77: C=CCC(NCc1ccccc1)c1ccco1 (stereo not given)
 : -0.2 | 6 | 1.4
78: Cc1nn(-c2ccccc2)c(C)c1/C=N/N1CCN(c2ccccc2)CC1
 : 0.6 | 5 | -0.7
79: Cc1cccc(OCC(=O)NC(C)C(=O)N/N=C/c2c(OCc3ccccc3)ccc3ccccc23)c1 (stereo not given)
 : -0.6 | -4 | 0.8
80: Cc1cc(=O)[nH]c(SCC(=O)Nc2cccc3ccccc23)c1C#N
 : 0.3 | 0 | 4.7
81: O=S(=O)(Cc1ccccc1)N1CCC(c2nc(-c3cccs3)no2)CC1
 : -1.1 | -2 | -0.7
82: CC(C)CNS(=O)(=O)c1ccc(S(=O)(=O)N2CCCN(Cc3ccccc3)C2)cc1
 : 0.3 | -4 | -0.3
83: Nc1nnc(SCC(=O)Nc2ccc(S(=O)(=O)N3CCOCC3)cc2)s1
 : 0.1 | -3 | -2.0
84: Cc1nc(Nc2ccc(O)cc2)c2c3c(sc2n1)CCCC3
 : -1.2 | -3 | 5.2
85: CC(C)(C)C1=Nn2c(nnc2-c2ccccc2F)SC1
 : -0.5 | 2 | 0.3
86: Cc1ccc(-n2nnc3c(=O)n(CC(=O)N4CCC(C)CC4)cnc32)cc1
 : 0.1 | 4 | 2.5
87: CCn1cc(C(=O)N2CC=C(c3ccccc3)CC2)c(=O)c2ccc(C)nc21
 : -1.0 | 3 | 1.0
88: C=CCNC(=O)C1CCN(c2nc(C)cc(-c3ccccc3)n2)CC1
 : -0.3 | -3 | 5.7
89: COc1ccc(CCNc2cc(=O)[nH]c(N)n2)cc1
 : 1.0 | -1 | -2.0
90: COC(=O)[C@H](C)NC(=O)NCc1ccco1
 : 0.0 | -3 | 1.8
91: Cc1nn(C)cc1C(=O)Nc1cc(Oc2ccc(Cl)cc2)cc([N+](=O)[O-])c1
 : -0.3 | 0 | 0.4
92: Cc1cccc(OCc2nnc(SCC(=O)N3CCN(C(=O)c4ccco4)CC3)n2C)c1C
 : -0.7 | 6 | -2.4
93: O=C(CSc1nc2cc(Cl)ccc2o1)Nc1ccc(N2CCOCC2)cc1
 : -0.1 | 2 | -1.6
94: COc1cccc(OCc2nc3ccccc3c(=O)n2N)c1
 : 3.5 | 0 | 3.2
95: CCOc1ccc2nc(NCCCNS(=O)(=O)c3ccc(F)cc3)c(C#N)cc2c1
 : 0.2 | 4 | 6.2
96: Cc1cc(C(=O)Nc2sc3c(c2C#N)CCCCC3)cs1
 : 2.7 | 1 | 2.8
97: O=C(NCCCN=C1NS(=O)(=O)c2ccccc21)c1ccc(S(=O)(=O)N2CCOCC2)cc1
 : -0.6 | -3 | -0.7

These rows are one share of the data; rates above refer to the full screens.
